Screens from PubChem BioAssay.
TNAP act hi DEA = activators of human TNAP at high phosphate acceptor concentration; purified TNAP, CDP-star luminescence, 1 M DEA, 30 min; active compounds read high; 0 = EDTA background, 1 = DMSO-only activity; activation factor at 20 µM; 200,000 tested, under 10 active; AID 1136;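 active means activation factor at least 2 at 20 µM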
Target sequence (P05186 whole entry, looked up): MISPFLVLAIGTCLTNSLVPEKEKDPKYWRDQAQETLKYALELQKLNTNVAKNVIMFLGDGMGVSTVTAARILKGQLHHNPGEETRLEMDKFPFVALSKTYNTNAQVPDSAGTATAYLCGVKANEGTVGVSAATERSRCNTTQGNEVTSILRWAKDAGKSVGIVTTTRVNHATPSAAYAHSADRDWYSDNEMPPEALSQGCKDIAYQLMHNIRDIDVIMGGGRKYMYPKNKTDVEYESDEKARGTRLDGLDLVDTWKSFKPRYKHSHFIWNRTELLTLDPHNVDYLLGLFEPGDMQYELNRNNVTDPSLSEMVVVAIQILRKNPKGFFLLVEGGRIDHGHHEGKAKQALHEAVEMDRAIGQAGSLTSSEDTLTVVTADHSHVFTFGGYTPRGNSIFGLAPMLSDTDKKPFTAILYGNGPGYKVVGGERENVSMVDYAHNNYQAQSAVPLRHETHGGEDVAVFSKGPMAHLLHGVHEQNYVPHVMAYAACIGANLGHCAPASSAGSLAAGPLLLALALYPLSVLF
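Test system – human TNAP · Doses – 20 µM single point · Incubation – 30 min, room temperature · Signal – luminescent substrate turnover signal · Read-out basis – activation factor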
Diaphorase act = activates diaphorase or chemically reduces, flagging diaphorase assay artifacts; Diaphorase/resazurin coupled assay, resorufin fluorescence, 16 min; active compounds read high; 1 = vehicle wells, 0 = NADH-free wells; activation factor at 20 µM; actives 0.005% (n = 190,000);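 active means diaphorase activity raised at least twofold by the compound at 20 µM; inactive means activation factor below 2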
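Assay system: bacterial diaphorase enzyme (C. kluyveri) / Input: enzyme 0.07 U/mL final / Medium: 50 mM HEPES pH 7.4 with 4.542 mM MgCl2, 0.005% Tween 20 / Doses: single compound dose of 20 µM, 1% DMSO final / Incubation: 16 min enzyme reaction, ambient temperature / Signal: fluorescence, excitation 544 nm and emission 590 nm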
PMI act hi M6P = increases human PMI activity with near-saturating mannose 6-phosphate. AID 1216. activation factor at 20 µM. actives 0.34% (n = 190,000). coupled PMI enzyme assay, resazurin fluorescence, 20 min; active compounds read high; 1 = untreated enzyme, 0 = substrate-free blank;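 active means activation factor of 2 or more at 20 µM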
Target sequence (P34949 whole entry, looked up): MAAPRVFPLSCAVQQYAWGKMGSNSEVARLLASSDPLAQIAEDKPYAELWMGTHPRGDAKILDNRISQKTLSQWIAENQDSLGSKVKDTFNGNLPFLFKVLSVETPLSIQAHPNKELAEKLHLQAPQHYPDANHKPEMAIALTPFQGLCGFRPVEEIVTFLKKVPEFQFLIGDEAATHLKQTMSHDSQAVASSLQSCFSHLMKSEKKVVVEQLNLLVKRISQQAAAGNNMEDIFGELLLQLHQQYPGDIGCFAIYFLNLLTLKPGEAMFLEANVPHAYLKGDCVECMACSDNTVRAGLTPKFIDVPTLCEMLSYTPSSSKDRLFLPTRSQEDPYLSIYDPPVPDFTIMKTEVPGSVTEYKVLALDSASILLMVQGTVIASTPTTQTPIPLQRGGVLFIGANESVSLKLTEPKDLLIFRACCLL
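test system = human PMI in coupled enzyme assay | medium = HEPES-buffered pH 7.4 with magnesium and detergent | also added = 1.0 mM mannose-6-phosphate substrate with 0.22 mM NADP+ | compound = 20 µM single dose | times = 20 min incubation at room temperature | measured by = resorufin fluorescence (Ex 544/Em 590 nm) from resazurin via diaphorase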
TNAP inh hiacc = blocks human TNAP under high phosphate acceptor concentration. inhibition, % at 20 µM. P05186. actives 0.03% (n = 200,000). AID 1135. purified TNAP, CDP-star luminescence, 1 M DEA;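 active means over 50% inhibition of tissue-nonspecific alkaline phosphatase at 20 µM in the single-dose screen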;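 further: plate controls were DMSO wells for no effect and EDTA-quenched wells as full inhibition for full effect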
TNAP inh no acc = inhibitors of human TNAP without phosphate acceptor | P05186 | purified TNAP, CDP-star luminescence, 30 min | inhibition, % at 20 µM | actives 0.26% (n = 200,000) | AID 1012;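 active means tissue-nonspecific alkaline phosphatase inhibition above about 50% at 20 µM in the single-dose screen, limit read from the data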;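 further: 0% = DMSO negative control and 100% = EDTA positive control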
PMI act = phosphomannose isomerase (human) activation; P34949; purified human PMI, coupled resazurin fluorescence, 20 min; active compounds read high; 1 = vehicle control, 0 substrate-free wells; activation factor at 20 µM; actives 0.005% (n = 190,000); AID 1214;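 active means activation factor of 2 or more at 20 µM, relative to plate controls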
L major viab = Leishmania major promastigote growth inhibition. Leishmania major promastigotes, resazurin fluorescence viability. inhibition, % at 10 µM. actives 9% (n = 200,000). AID 1063; in the data active means inhibition above about 50%;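 further: promastigotes grown with compound for 44 hours at 28 °C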
Diaph inh CS = diaphorase inhibition or chemical oxidation counter-screen | diaphorase resazurin-to-resorufin fluorescence, NADH, 16 min; bacterial (C. kluyveri) enzyme, not human | inhibition, % at 20 µM | actives 0.69% (n = 190,000);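 active means primary screen inhibition at 20 µM above a set limit, cut at about 50% in these data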;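 further: plate controls were DMSO with full reaction for no effect and wells lacking NADH for full effect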
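Test system: Clostridium kluyveri diaphorase enzyme / Quantity: diaphorase at 0.14 U/mL in enzyme working solution / Incubation: 16-min room-temperature incubation before reading / Benchmarks: NADH-free wells as positive control, DMSO-only neutral wells / Signal: resorufin fluorescence 544/590 nm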
bIAP inh = intestinal alkaline phosphatase (bovine) inhibition | 190,000 tested, under 10 active | purified bovine IAP, CDP-star luminescence, 30 min | inhibition, % at 20 µM;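 active means over 50% inhibition of intestinal alkaline phosphatase at 20 µM in the single-dose screen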
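Assay system: bovine IAP enzyme; medium: DEA buffer 100 mM, pH 9.8, with MgCl2 1.0 mM, ZnCl2 0.02 mM; doses: 20 µM single dose; incubation: enzyme reaction for 30 min at room temperature; detection: CDP-star luminescence signal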
bIAP act = intestinal alkaline phosphatase (bovine) activation; purified bovine IAP, CDP-star luminescence, 30 min; active compounds read high; fold of DMSO-control signal, blank-subtracted; activation factor at 20 µM; actives 0.17% (n = 200,000); AID 1016;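 active means activation factor of 2 or more at 20 µM, a signal rise over negative controls twice the positive control's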
Starred values were filed as active, the others as inactive; x = not tested or not shown.

SMILES	TNAP act hi DEA	Diaphorase act	PMI act hi M6P	TNAP inh hiacc	TNAP inh no acc	PMI act	L major viab	Diaph inh CS	bIAP inh	bIAP act
COC(=O)C(C(=O)Nc1ccccc1C)C1CCCC1 (configuration not stated)	1.1	0.9	1.1	-6.9	-16.1	1	3.3	7.1	9.4	0.9
N#Cc1ccc(N2Cc3ccccc3/C2=N/C(=O)Nc2ccc(Cl)cc2)cc1	1	1	1	2.0	-8.0	1	71.6*	-4.3	-4.9	1
Cc1ccc(C(=O)COC(=O)CNC(=O)c2ccc(N3C(=O)c4ccccc4C3=O)cc2)cc1C	1	0.9	0.9	0.2	-12.6	0.9	21.4	9.0	4.6	1
O=C(COc1cccc2ccccc12)NNC(=O)CSCCO	1.1	1	0.7	-8.5	-1.1	1	57.4*	4.4	-12.4	1.1
Cc1noc(C)c1COC(=O)c1cc2c(C)nn(-c3ccc(F)cc3)c2s1	1	0.9	1	-4.4	-6.6	1	x	11.9	10.5	0.9
Cc1[nH]c2ccc(F)cc2c1CCNC(=O)C1CCCCC1C(=O)OCC(F)(F)F (configuration not stated)	1	0.8	0.9	-4.4	-10.3	0.8	-2.5	18.7	6.9	0.9
CC(C)C(NC(=S)NCc1ccccc1)C(=O)O (configuration not stated)	1	1.1	1.1	1.8	-0.8	1.1	-3.0	-5.3	13.2	0.9
CC1C2CC(CC1(C)C)N(C(=O)Nc1ccc3nccnc3c1)C2 (configuration not stated)	1.1	0.7	0.6	-6.2	-18.9	0.8	7.5	30.0	-0.2	1
O=C(COc1ccc(Cl)cc1Br)NNC(=O)C(=O)N1CCCCC1	1	0.9	0.8	-2.8	-11.8	0.8	-11.2	8.0	-27.2	1.3
COc1ccc(C(=O)NC(=S)N(C)Cc2ccccc2)cc1Br	1.1	0.9	1	-6.5	-5.1	1	-3.1	7.8	-11.7	1.1
CN(C)c1cccc(NC(=O)C2(C)CC2(Cl)Cl)c1 (configuration not stated)	1	0.9	0.8	-0.9	-7.7	1	-1.3	11.1	6.9	0.9
CCc1ccc(NC(=O)Cn2c(SC)nc3ccccc32)cc1	1	0.8	1	-3.2	-18.2	0.9	3.8	16.1	-30.6	1.3

Next section (3 carried over from the part before).
SMILES	TNAP act hi DEA	Diaphorase act	PMI act hi M6P	TNAP inh hiacc	TNAP inh no acc	PMI act	L major viab	Diaph inh CS	bIAP inh	bIAP act
COc1ccc(C(=O)NC(=S)N(C)Cc2ccccc2)cc1Br	1.1	0.9	1	-6.5	-5.1	1	-3.1	7.8	-11.7	1.1
CN(C)c1cccc(NC(=O)C2(C)CC2(Cl)Cl)c1 (configuration not stated)	1	0.9	0.8	-0.9	-7.7	1	-1.3	11.1	6.9	0.9
CCc1ccc(NC(=O)Cn2c(SC)nc3ccccc32)cc1	1	0.8	1	-3.2	-18.2	0.9	3.8	16.1	-30.6	1.3
CSc1nnc2c(n1)OC(c1ccccn1)N(C(C)=O)c1ccccc1-2 (configuration not stated)	1	1	1	-0.2	-7.2	1.2	-2.4	2.4	8.5	0.9
CC(Oc1ccc(Cl)cc1Cl)C(=O)N/N=C1\CCCc2ccccc21 (configuration not stated)	1	0.9	0.9	-4.3	-7.0	0.9	3.1	7.9	48.5	0.5
COc1ccc(CC(=O)c2ccccc2C(=O)O)cc1	1.1	0.9	1.1	-9.1	-16.9	1.1	-6.5	9.5	5.5	0.9
CC1(C)CC(=O)c2cnc(NC(=O)CSc3nc4ccccc4o3)nc2C1	1	0.8	0.8	-0.1	-7.3	0.9	-4.1	17.5	8.8	0.9
Cc1nn(C)c(C)c1CN(C)C(=O)c1cc2n(n1)C(C(F)(F)F)CC(c1cccs1)N2 (configuration not stated)	1	0.9	1	-3.8	-9.1	1	-5.3	14.9	-9.7	1.1
COc1ccc(C(=O)c2sc(Nc3ccccc3)c(C(=O)Nc3ccc(OC)c(OC)c3)c2N)cc1	1	0.7	0.8	-4.5	-10.5	0.7	10.9	30.0	2.3	1
CCn1c(SCC(=O)Nc2nc(-c3ccccc3)cs2)nnc1-c1ccccc1O	1	0.9	1	-2.3	-6.5	0.9	21.8	10.6	-34.5	1.3
Cc1nc2cc(N3CCN(C)CC3)c(NC(=O)Cc3ccccc3)cc2c(=O)n1Cc1ccccc1	1.1	1	1	-7.9	-13.4	1	89.2*	-0.1	-1.4	1
CCOC(=O)c1cnc(SCC(=O)Nc2ccc(NC(C)=O)c(OC)c2)nc1N	1.1	0.8	1	-6.7	-14.8	0.9	-1.8	18.8	3.3	1
COc1ccc(NC(=O)c2c(NC(=O)CCC(=O)O)sc(-c3ccccc3)c2C)cc1	1	1	0.9	0.3	-13.0	0.5	1.3	0.8	-4.6	1
N#Cc1cc2c(nc1SCC(=O)Nc1nccs1)CCCCC2	1.1	0.9	1	-5.3	-20.3	1	3.5	11.1	1.6	1
CN=C1C([N+](=O)[O-])=CC=C2C1=NC1(CCCCC1)N2O	0.9	0.3	0.3	5.2	12.8	0.3	14.9	71.5*	7.6	0.9
O=C(NCCC1=CCCCC1)N[C@@H](Cc1ccccc1)C(=O)O	1	0.9	0.9	0.5	-8.4	0.9	-7.5	8.5	11.8	0.9
CCC1CC2(C)NC(=O)c3c(sc4c3CC(C)(C)OC4)N2C1=O (configuration not stated)	1	0.9	1	-4.4	-14.0	0.7	0.0	10.1	2.7	1
Cc1ccc(NC(=O)CN2C(=O)NC3(CCCc4ccccc43)C2=O)cc1S(=O)(=O)N1CCOCC1 (configuration not stated)	1	0.9	0.9	-2.3	-9.5	0.9	-5.1	11.9	2.6	1
COc1ccc(C(=O)CSc2nnc(CNc3nc(-c4ccccc4)cs3)n2C)cc1	1	0.8	0.9	-2.3	-7.9	0.9	1.7	23.0	11.0	0.9
COc1cc(/C=C/C(=O)OCC(=O)NCCC2=CCCCC2)ccc1O	1	0.8	0.8	3.3	-5.7	0.9	-7.1	18.1	5.2	0.9
CSc1ccccc1NC(=O)COc1ccccc1C	1	0.8	1	-2.6	-4.1	1	7.5	18.7	21.0	0.8
Oc1ccccc1C1CC(c2cccs2)=NC(c2ccc(Cl)cc2)N1 (configuration not stated)	1	0.8	0.8	3.1	-1.5	0.9	49.3	18.0	0.8	1
CCCCn1nnnc1SCC(=O)Nc1ccc(N(C)C)cc1	1	0.9	0.9	2.3	-5.3	0.9	42.3	5.8	9.2	0.9
CN(c1ccc(C(=O)NCc2ccc3c(c2)OCO3)cc1)S(C)(=O)=O	1	1	1	-3.9	-10.4	1	-0.6	-4.6	-0.4	1
CCN(CC)S(=O)(=O)c1cc(C(=O)O)c(Cl)cc1Cl	1	0.9	1.1	1.4	-11.1	1	-3.9	5.5	2.4	1
CC(C)OP(=O)(c1ccc(N(C)C)cc1)C(O)c1c(Cl)cccc1Cl (configuration not stated)	1.1	0.9	1	-5.0	-9.9	0.9	-3.7	5.5	1.3	1
O=C1CCC(C(=O)Nc2cccc(S(=O)(=O)N3CCOCC3)c2)N1 (configuration not stated)	1.1	1	1.1	-5.9	-13.3	1.1	-6.8	3.6	4.4	1
CC(=O)CSc1nnc(-c2ccncc2)n1C	1.1	0.8	0.9	-11.0	-7.6	0.9	-3.0	18.4	-7.5	1.1
O=C(CN(CC1CCCO1)C(=O)CCC(=O)Nc1nccs1)NCc1ccccc1 (configuration not stated)	1	1	1.1	-2.1	-10.6	1.1	-9.4	1.8	8.4	0.9
O=C(NC(=S)Nc1ccc(C(F)(F)F)cc1)c1csnn1	1.1	0.9	1.1	-5.4	-2.2	1.1	-2.2	11.4	0.9	1
Cn1c(=O)c2c(nc(SCC(=O)O)n2Cc2cc3c(cc2Cl)OCO3)n(C)c1=O	1	0.9	1.3	0.1	-3.6	1.1	-7.7	12.0	-2.2	1
CC(=O)Nc1sc(C)c(C)c1C(=O)OCC(=O)N(CC(C)C)C1CCS(=O)(=O)C1 (configuration not stated)	1	0.8	0.9	-0.1	-1.0	0.8	-0.1	18.5	6.5	0.9
COCC1CCCN(C(=O)c2ccc(OC3CCN(Cc4ccccn4)CC3)cc2)C1 (configuration not stated)	1.1	0.9	0.9	-5.6	-7.2	0.9	-3.7	12.1	-10.1	1.1
CCN1CCN(CCNC(=O)c2ccc3c(c2)N(Cc2ccc(F)cc2)C(=O)/C(=C/c2ccccc2)S3)CC1	1	1.4	0.9	1.8	-4.2	0.9	100.6*	-41.6	-17.7	1.2
COc1cccc(-c2nn(-c3ccccc3)cc2CN(C)Cc2ccno2)c1	1	0.8	1	-2.3	-8.3	0.9	17.0	24.3	-12.2	1.1
c1cncc(-c2nc3ccccc3o2)c1	1	1	1	-3.0	-8.3	1	0.2	-4.4	0.6	1
C=CCSc1nnc(-c2cc3c(-c4ccccc4)nn(C)c3s2)n1C	1	0.8	0.9	-2.4	-15.9	0.9	-0.3	17.8	-43.3	1.4
O=C(CSc1ccccn1)Nc1cccc2ccccc12	1	0.8	0.7	0.8	-10.7	0.9	-1.1	16.5	11.1	0.9
Cc1nn(-c2ccc(Cl)c(Cl)c2Cl)c(=O)c2ccccc12	1	0.8	1	-4.1	-7.7	1	15.7	17.9	22.4	0.8
O=C(CCc1nnc(C2CCCCC2)o1)N1CCCCC1CCn1cccn1 (configuration not stated)	1	x	x	-3.5	-6.9	x	-3.8	x	5.1	0.9
CCOC(=O)C1CCN(S(=O)(=O)c2cnc[nH]2)CC1	1	0.9	1	-1.1	-7.5	1	-8.3	7.5	5.9	0.9
O=C(Cn1[nH]c(=O)c2ccccc2c1=O)Nc1ccc(-c2nnc3n2CCCCC3)cc1	1.1	0.9	0.9	-7.1	-11.1	1	5.3	13.5	-11.7	1.1
CC(C)NC(=O)c1ccccc1-c1ccccc1	1	0.9	1	-1.2	-8.1	1	-2.9	10.0	11.9	0.9
COc1ccc(/C=C/C(=O)O)cc1COc1ccccc1C	1	0.9	1.1	0.1	-22.0	1.1	-8.3	7.1	-12.7	1.1
O=C(Cn1cc(C(=O)c2ccco2)c2ccccc21)NC1CCCCC1	1	0.9	1.1	-3.6	-17.2	1	5.9	7.0	25.6	0.7
COc1cc(C)nc(N2CCCC(C(=O)Nc3ccccc3Br)C2)n1 (configuration not stated)	1.1	0.9	1	-7.6	-8.9	1	1.4	12.0	-2.9	1
Cc1ccc(CN2CCN(Cc3cccn3-c3ccc(Cl)cn3)CC2CCO)o1 (configuration not stated)	1	1	0.9	-1.7	-1.8	0.9	-0.7	3.8	-28.2	1.3
